# Source: PubChem
# BaF3 tox: reduces parental Ba/F3 cell viability, JAK2V617F counter-screen; CellTiter-Glo ATP luminescence; inhibition, % at 5.6 µM; 220,000 compounds, 1.1% hits;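 active means inhibition above a per-campaign cutoff, the mean inhibition of all tested compounds plus 3 SD, cut at about 27% in these data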;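 further: 0% = DMSO wells and 100% = JAK Inhibitor I control wells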
# S1P4 antag: human S1P4 receptor antagonism; O95977; inhibition, % at 4.98 µM; S1P4-expressing cells, antagonist mode, reporter read-out; 220,000 compounds, 0.26% hits; AID 1510; in the data active means inhibition above about 29%;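 further: 0% = wells stimulated with agonist and 100% = vehicle wells without agonist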
# Ba/F3 V617F tox: lowers viability of Ba/F3 cells expressing EpoR and JAK2V617F. 220,000 compounds, 1.1% hits. inhibition, % at 5.6 µM. ATP luminescence. AID 1446;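 active means inhibition above the campaign mean plus 3 SD over all tested compounds, cut at about 24% in these data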;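 further: cytokine-independent growth of Ba/F3 cells driven by EpoR plus mutant JAK2; 0% = DMSO-treated cells and 100% = JAK inhibitor I control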
# NPY Y1 blocker: NPY-Y1 (human) receptor antagonism; HEK293-CNG Y1 cells, membrane potential fluorescence; NPY at EC95, then isoproterenol; inhibition, % at 3.6 µM; 200,000 compounds, 1% hits; AID 1040;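 active means inhibition above the campaign mean inhibition of all tested compounds plus 3 SD, cut at about 20% in these data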;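 further: 0% = DMSO wells given NPY plus isoproterenol and 100% = isoproterenol alone without NPY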
#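 Assay system: HEK293 cells with Y1 receptor plus CNG channel | Probe or stimulus: NPY (25 nM), isoproterenol (1 µM), Ro 20-1724 (25 µM) | Timing: Compound incubation 1 h at room temperature, readout 45 min post-stimulation | Measured by: Membrane-potential fluorescent dye readout | Benchmarks: High control isoproterenol alone, low control NPY with isoproterenol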
# NPY-Y1 PAM-ag: potentiates or activates human NPY-Y1 receptor; 220,000 compounds, 0.37% hits; NPY-Y1 expressing cells, potentiator/agonist activation; P25929; activation, % at 3.6 µM; in the data active means activation above about 33%, passing the limit was not always enough;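 further: cells stimulated with NPY at EC10 then isoproterenol at EC100; 0% = low agonist plus stimulus and 100% = saturating agonist plus stimulus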
# S1P4 ag: human S1P4 receptor agonism; O95977; S1P4-expressing cell line, agonist reporter assay; activation, % at 4.98 µM; 220,000 compounds, 0.35% hits; in the data active means activation above about 11%;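 further: 0% = DMSO vehicle and 100% = reference agonist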
# NPY-Y2 PAM-ag: potentiates or activates human NPY-Y2 receptor. P49146. cells expressing NPY-Y2, potentiator/agonist read-out. activation, % at 3.6 µM. 220,000 compounds, 0.45% hits. AID 1359; in the data active means activation above about 27%;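 further: cells stimulated with NPY near EC25 plus isoproterenol at EC100; 0% = vehicle plus submaximal agonist and 100% = vehicle plus saturating agonist; some results beyond the cut were filed as inactive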
# Target sequence (P49146 whole entry, looked up): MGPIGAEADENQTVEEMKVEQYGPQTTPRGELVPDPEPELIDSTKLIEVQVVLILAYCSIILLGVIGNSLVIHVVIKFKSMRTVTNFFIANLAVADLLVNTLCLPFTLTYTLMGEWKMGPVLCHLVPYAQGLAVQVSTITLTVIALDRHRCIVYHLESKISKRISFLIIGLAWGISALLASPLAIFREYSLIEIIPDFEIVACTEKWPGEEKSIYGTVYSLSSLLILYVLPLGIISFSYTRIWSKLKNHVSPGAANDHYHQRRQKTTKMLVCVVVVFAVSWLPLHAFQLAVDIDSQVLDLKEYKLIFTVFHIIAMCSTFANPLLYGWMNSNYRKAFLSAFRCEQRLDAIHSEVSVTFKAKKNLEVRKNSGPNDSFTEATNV
# Runt-CBFb FRET: Runt domain-CBFb interaction inhibition; Q01196+Q13951; Cerulean-Runt/Venus-CBFb FRET ratio 530/480, 1 h; inhibition, % at 20 µM; 220,000 compounds, 0.46% hits;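 active means inhibition over about 50% at 20 µM in the single-dose screen, limit read from the data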;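 further: 0% = DMSO wells and 100% = excess unlabeled CBFb competitor control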
# Target sequence (Q01196 whole entry, looked up, the tested form may be a part): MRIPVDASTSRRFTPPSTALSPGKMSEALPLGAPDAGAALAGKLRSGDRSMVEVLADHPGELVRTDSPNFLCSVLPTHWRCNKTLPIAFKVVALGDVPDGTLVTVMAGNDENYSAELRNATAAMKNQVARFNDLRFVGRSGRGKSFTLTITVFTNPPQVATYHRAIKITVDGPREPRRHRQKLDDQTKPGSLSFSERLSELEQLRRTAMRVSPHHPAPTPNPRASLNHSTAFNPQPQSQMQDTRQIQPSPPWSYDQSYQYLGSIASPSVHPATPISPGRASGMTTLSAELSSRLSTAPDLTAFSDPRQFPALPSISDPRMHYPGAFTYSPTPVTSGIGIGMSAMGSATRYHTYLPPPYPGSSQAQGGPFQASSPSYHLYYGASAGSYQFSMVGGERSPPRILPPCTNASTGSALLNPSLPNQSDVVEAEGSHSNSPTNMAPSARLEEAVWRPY
# Target sequence (Q13951 whole entry, looked up, the tested form may be a part): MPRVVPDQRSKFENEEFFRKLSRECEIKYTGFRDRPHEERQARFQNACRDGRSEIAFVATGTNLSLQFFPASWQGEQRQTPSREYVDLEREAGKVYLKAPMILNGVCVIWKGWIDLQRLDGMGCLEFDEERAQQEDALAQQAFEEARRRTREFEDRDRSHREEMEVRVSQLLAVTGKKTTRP
#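 Measured by: fluorescence energy transfer, 422 nm excitation, 530/480 nm emission; test system: Cerulean-tagged RUNX1 Runt domain (FRET donor) fusion protein; buffer or medium: Tris pH 7.5 buffer with BSA; compound: one dose, 20 µM compound, 1% DMSO; times: two 1 h room-temperature incubations shielded from light; benchmarks: unlabeled CBFb 5 µM, positive control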
# RBBP9 inh: blocks human serine hydrolase RBBP9 | O75884 | recombinant RBBP9, FP-Rh probe fluorescence polarization | inhibition, % at 7.94 µM | 220,000 compounds, 0.2% hits;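 active means inhibition above the campaign mean of all tested compounds plus 3 SD, cut at about 14% in these data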;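 further: plate controls were DMSO wells with RBBP9 for no effect and wells lacking RBBP9 protein for full effect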
#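 Controls: DMSO-treated enzyme wells and wells lacking RBBP9 | Material: RBBP9 protein | Technique: Fluorescence polarization | Replication: Single well per compound, no replicates | Buffer or medium: Tris-NaCl-Pluronic buffer, pH 8.0 | Timing: 30 min compound preincubation, 45 min probe labeling, 25 °C | Read-out basis: Percent inhibition from mP, scaled between DMSO and no-protein wells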
# Starred values were filed as active, the others as inactive; x = not tested or not shown. Compounds were not picked by outcome (roughly 3.6% active in at least one column).
SMILES,BaF3 tox,S1P4 antag,Ba/F3 V617F tox,NPY Y1 blocker,NPY-Y1 PAM-ag,S1P4 ag,NPY-Y2 PAM-ag,Runt-CBFb FRET,RBBP9 inh
CC(=NC1CCCC1)c1c(C)[nH]n(-c2nc3ccccc3s2)c1=O,6,-1,2,-1,-5,1.5,-12,-6,-3
Cn1c(=O)c2c(ncn2CC(=O)Nc2ccccc2Sc2ccccc2)n(C)c1=O,1,-2,-1,2,5,2.9,7,0,-11
COc1ccc(NC(=O)c2cccs2)cn1,-4,3,3,x,-5,0.2,1,0,-4
Cc1c(/C=N\NC(=O)c2cccc(F)c2)cnn1C,3,-20,1,4,-32,0.4,-9,-3,-13
O=C(Nc1nc2c(s1)CN(Cc1ccccc1)CC2)c1c(F)cccc1F,10,-14,2,-2,4,1.9,2,50,-5
C/C(CC(=O)Nc1ccccc1[N+](=O)[O-])=N\NC(=O)COc1ccccc1C,-2,1,-4,0,-9,0.0,0,-2,-10
CC(C)Cc1nc2oc3c(=O)[nH]cnc3c2c2c1CCC2,-1,1,1,4,-10,-3.9,4,-3,1
CCOc1ncccc1C(=O)NCC1COc2ccccc2O1 (configuration not stated),2,-11,-3,0,-6,-1.3,11,-2,-2
Cc1ccc(NS(=O)(=O)c2ccc(Cl)c(C(=O)O)c2)cc1S(=O)(=O)N1CCOCC1,5,-5,1,3,2,-0.8,-1,2,-4
CSc1sc(C(=O)N2CCCCC2)c(-c2cccs2)c1C#N,-1,9,3,x,-24,-0.1,-20,0,-1
C=CCNc1nc(NC(C)(C)CO)nc(OC)n1,3,-12,-1,-2,-3,-0.1,0,1,-6
COc1ccc(CNC(=O)c2cccnc2SC)cc1OC,1,-9,-1,3,4,2.3,-2,-1,5
COc1ccc(CC(=O)Nc2ccc(S(=O)(=O)Nc3cc(C)on3)cc2)cc1,3,16,1,2,5,-0.5,4,0,-1
O=S(=O)(c1cccc(-c2nn3c(-c4ccncc4)nnc3s2)c1)N1CCOCC1,1,-17,-4,6,-2,-0.6,1,2,-10
C=CCn1nc([N+](=O)[O-])nc1Sc1cccc2cccnc12,-3,-7,-3,-4,1,-0.4,1,6,-2
CCCn1c(SCC(=O)Nc2ccc(OCC)cc2)nnc1C(C)C,2,-7,-1,9,18,2.4,8,0,-6
COc1ccccc1S(=O)(=O)Cc1ccc(C(=O)NC2CCCCC2)o1,4,3,3,-1,3,0.0,-9,-1,-5
COc1cc(C2C(C#N)=C(C)NC3=C2C(=O)CC(C)(C)C3)cc(OC)c1O (configuration not stated),8,2,1,4,7,0.9,19,10,-5
COc1ccccc1CNC(=O)COC(=O)c1cnccn1,4,-24,1,-1,4,1.3,-4,0,-8
Cc1ccc(Oc2ccc(Cl)cc2NC(=O)c2cnccn2)cc1,2,4,1,0,1,1.2,1,-3,-8
Cc1cc(Cl)c(S(=O)(=O)NCC2CCCO2)cc1OCC(N)=O (configuration not stated),3,-8,1,3,13,-0.1,7,0,2
O=C(CNS(=O)(=O)c1cccs1)N1CCN(c2ccccn2)CC1,6,-2,3,-1,7,-0.4,-17,-1,-7
O=C(CN1CCOCC1)Nc1cccc(S(=O)(=O)N2CCCCCC2)c1,4,6,-2,2,0,-0.2,11,0,10
Cc1[nH]c(=S)c(C#N)c(-c2ccco2)c1C(=O)N(C)C,6,-16,1,5,7,0.1,-1,36,1
CCOc1ccccc1/C=C/C(=O)c1ccc(Cl)cc1,2,-3,3,11,-31,-1.2,-9,0,-6
N#C/C(=C\c1cn(Cc2ccccc2C#N)c2ccccc12)C(=O)NCc1cccs1,3,-9,-4,0,6,2.3,-3,-11,-2
CCOc1ccc(NC(=S)N2CCN(C/C=C/c3ccccc3)CC2)cc1,1,-19,-2,1,6,-0.5,12,1,4
COC(=O)C1Sc2[nH]c(=O)sc2C(c2ccc(Cl)cc2)C1C(=O)OC (configuration not stated),4,-15,0,-3,-7,2.0,0,4,-5
CCOc1cc(OCC)cc(C(=O)Nc2cccc(C(C)=O)c2)c1,5,-16,3,2,-17,2.1,-11,-2,-4
COc1ccc(N2CCN(c3cc(C)c4cccc(C)c4n3)CC2)cc1,-2,-8,-2,7,-14,2.1,9,-1,-1
CCn1c(C(=O)NCCCc2ccccc2)cc2sccc21,5,1,2,19,-42,0.9,-26,-2,-10
O=C(Nc1ccc2c(c1)CCC2)c1ccccc1,5,-11,-1,0,-7,-1.1,3,0,-8
CC(C)C(=O)Nc1ccc(C(=O)NNC(=S)NC(=O)c2ccco2)cc1,-1,1,-3,x,-7,-1.6,-16,11,-1
Cc1cc(CNC(=O)COc2ccc(C#N)cc2)c2ccccc2n1,3,5,4,5,-20,0.8,7,-1,-5
CCN(CC)c1ccc(N=Cc2ccccc2[N+](=O)[O-])cc1,2,2,-2,-1,-10,0.3,8,-1,-3
Cc1ccc(CNC(=O)c2ccc(Cn3nc(C)c(Cl)c3C)o2)cc1,2,-10,2,2,-31,-3.4,-17,6,-6
COc1ccc(-n2c(SCC(=O)Nc3nc(C)cs3)nnc2-c2ccoc2C)cc1,0,7,-2,5,-18,-3.0,-16,-2,-8
Cn1cc(-c2ccccc2C(N)=O)c(=O)c2cc(Cl)ccc21,9,-5,0,2,1,0.1,-12,0,-9
O=C(Nc1c(-c2ccccc2)nc2ccc(Cl)cn12)c1cccs1,4,-6,-1,18,-58,-1.8,-23,-1,-1
O=C(c1nc2nc(-c3ccc(Cl)cc3)cc(C(F)(F)F)n2n1)N1CCOCC1,3,-10,2,8,-5,-0.6,-9,-3,0
O=C(CCNC(=O)c1ccccc1)N/N=C/c1ccc([N+](=O)[O-])cc1,9,7,4,-1,-14,1.2,-21,0,-2
Cc1nc(C)c(C(=O)Nc2cccc(Cl)c2)o1,10,0,7,-1,-20,0.1,-28,-2,3
O=C(O)COCC(=O)Nc1ccccc1-c1ccccc1,4,3,0,-2,7,0.7,-7,0,-4
O=C(COc1cccc2ccccc12)N/N=C/c1ccccc1OCc1ccc(C(=O)O)cc1,4,9,-1,-1,4,-0.5,14,x,-7
Cc1csc2c(=O)sc(NC(=O)c3ccco3)nc12,0,-40,2,x,-5,1.3,-21,34,-7
O=C1CCCC/C1=C\Nc1ccc(C(=O)O)c(O)c1,-1,8,-3,x,31,0.2,4,2,1
CCc1nnc(NC(=O)CCC(=O)N2CCN(CCOc3ccc(C)cc3)CC2)s1,5,-19,3,-4,12,0.4,1,-2,-7
O=C(Nc1ccccc1N1CCOCC1)c1cccc(NS(=O)(=O)c2ccc(F)c(F)c2)c1,8,-17,2,-2,-22,-1.2,-5,-1,-5
Cc1ccsc1/C=N\NC(=O)c1ccc2c(c1)OCO2,5,16,7,0,5,-0.5,-10,0,1
O=C(CCN1CCN(c2ccccc2F)CC1)c1ccc(Br)cc1,0,-7,-2,5,12,1.8,4,17,-3

# More entries follow:
SMILES,BaF3 tox,S1P4 antag,Ba/F3 V617F tox,NPY Y1 blocker,NPY-Y1 PAM-ag,S1P4 ag,NPY-Y2 PAM-ag,Runt-CBFb FRET,RBBP9 inh
COCCCNC(=O)c1ccccc1C(F)(F)F,3,-4,1,x,-20,-0.3,8,3,-9
CN(c1ccc(OCC(=O)OCC(=O)c2c(N)n(C)c(=O)n(C)c2=O)cc1)S(=O)(=O)c1ccc2ccccc2c1,7,3,3,3,9,-0.1,-5,-4,-23
O=C(O)CCc1nn2c3ccccc3n(Cc3ccccc3F)c2nc1=O,7,-11,1,2,-2,-0.2,4,-2,-2
COc1ccc2c(c1)c(=O)oc1cc(O)ccc12,-10,-11,-1,6,-2,0.0,-11,-5,-4
Cc1onc(-c2ccccc2)c1NC(=O)Nc1c(-c2ccccc2)noc1C,3,-5,-1,30*,13,6.7,5,-4,-4
COc1cc(CNCc2cccs2)ccc1OCc1cccs1,-2,5,0,4,-16,-0.7,-12,0,0
CCCN(CCC)C(=O)CSc1nc2c(sc(=S)n2-c2ccc(OCC)cc2)c(=O)[nH]1,8,4,2,0,2,-0.1,0,x,4
CCOC(=O)N1CCN(C(=O)CSc2ncccn2)CC1,5,-1,5,4,-10,-1.9,-8,-1,-5
O=C(COc1ccc(S(=O)(=O)NC2CCCCC2)cc1)Nc1ccc2c(c1)OCCO2,3,-6,-2,0,5,-3.4,-11,1,-4
CC(C)/C(=N\NC(=O)Nc1ccccc1)c1ccccc1,9,-3,2,5,25,-1.6,-9,-2,-5
CCOc1ccc(NC(=O)CS(=O)(=O)c2cn(C)c3ccccc23)cc1,3,-19,1,12,1,0.8,9,0,-7

# Entries listed so far with an aryl thioether with sulfur outside any ring:
SMILES,BaF3 tox,S1P4 antag,Ba/F3 V617F tox,NPY Y1 blocker,NPY-Y1 PAM-ag,S1P4 ag,NPY-Y2 PAM-ag,Runt-CBFb FRET,RBBP9 inh
Cn1c(=O)c2c(ncn2CC(=O)Nc2ccccc2Sc2ccccc2)n(C)c1=O,1,-2,-1,2,5,2.9,7,0,-11
CSc1sc(C(=O)N2CCCCC2)c(-c2cccs2)c1C#N,-1,9,3,x,-24,-0.1,-20,0,-1
COc1ccc(CNC(=O)c2cccnc2SC)cc1OC,1,-9,-1,3,4,2.3,-2,-1,5
C=CCn1nc([N+](=O)[O-])nc1Sc1cccc2cccnc12,-3,-7,-3,-4,1,-0.4,1,6,-2
CCCn1c(SCC(=O)Nc2ccc(OCC)cc2)nnc1C(C)C,2,-7,-1,9,18,2.4,8,0,-6
COc1ccc(-n2c(SCC(=O)Nc3nc(C)cs3)nnc2-c2ccoc2C)cc1,0,7,-2,5,-18,-3.0,-16,-2,-8
CCCN(CCC)C(=O)CSc1nc2c(sc(=S)n2-c2ccc(OCC)cc2)c(=O)[nH]1,8,4,2,0,2,-0.1,0,x,4
CCOC(=O)N1CCN(C(=O)CSc2ncccn2)CC1,5,-1,5,4,-10,-1.9,-8,-1,-5

# At a glance, part of the list above.
SMILES,BaF3 tox,S1P4 antag,Ba/F3 V617F tox,NPY Y1 blocker,NPY-Y1 PAM-ag,S1P4 ag,NPY-Y2 PAM-ag,Runt-CBFb FRET,RBBP9 inh
COCCCNC(=O)c1ccccc1C(F)(F)F,3,-4,1,x,-20,-0.3,8,3,-9
CN(c1ccc(OCC(=O)OCC(=O)c2c(N)n(C)c(=O)n(C)c2=O)cc1)S(=O)(=O)c1ccc2ccccc2c1,7,3,3,3,9,-0.1,-5,-4,-23
